aDG glyco act: activators of alpha-DG glycosylation, primary screen, uHTS, Pro5-aDG cells, AlphaScreen | alpha-DG glycosylation AlphaScreen (IIH6); 0% Pro5, 100% B10-LARGE cell signal | activation, % at 10 µM | hit rate 0.22% among 360,000 | AID 624168, 2012;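 active = activation of at least 8% versus controls, or a plate z-score of at least 8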;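 also: Pro5 are CHO cells carrying HIG-tagged alpha-DG that lacks glycosylation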
HTR2A ag: mouse Htr2a agonists via beta-arrestin recruitment, primary screen, cell-based, luminescence; AID 624169, 2012; CHO-K1 mHTR2A beta-arrestin complementation; percent of 30 µM serotonin response; activation, % at 7.6 µM; hit rate 0.66% among 360,000; 5-hydroxytryptamine receptor 2A (Mus musculus), P35363;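 active = activation above a run cutoff, the mean activation of all tested compounds plus 3 SD, cut at about 14% in these data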;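 also: 0% = plate median of compound wells and 100% = 30 µM serotonin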
Target sequence (P35363 whole entry, looked up): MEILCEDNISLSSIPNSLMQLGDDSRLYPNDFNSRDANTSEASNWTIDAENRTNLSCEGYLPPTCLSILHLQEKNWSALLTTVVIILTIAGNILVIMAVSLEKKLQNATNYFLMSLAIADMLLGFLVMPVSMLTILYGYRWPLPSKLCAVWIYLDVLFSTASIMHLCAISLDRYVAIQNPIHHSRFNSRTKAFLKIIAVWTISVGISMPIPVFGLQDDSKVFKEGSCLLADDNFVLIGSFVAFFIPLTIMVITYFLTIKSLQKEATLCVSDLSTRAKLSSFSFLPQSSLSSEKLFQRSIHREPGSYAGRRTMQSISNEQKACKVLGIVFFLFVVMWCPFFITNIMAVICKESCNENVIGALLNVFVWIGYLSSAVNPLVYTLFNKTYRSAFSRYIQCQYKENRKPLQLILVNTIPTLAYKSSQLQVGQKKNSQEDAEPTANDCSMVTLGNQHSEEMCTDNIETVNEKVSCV
Vif imaging: HIV Vif self-association inhibitors, primary screen, imaging, HEK293T, single point | HEK293T cells, Vif self-association by quenched fluorescence, 24 h | inhibition, % at 7.49 µM | hit rate 0.35% among 340,000; in the data active = inhibition above about 50%, passing the limit was not always enough; inconclusive = no clear call, values can overlap the other calls; inactive = below about 31%; also: some results filed as inactive read as strong as hits
PDI inh: inhibitors of human PDI, primary screen, biochemical, turbidity, single point, plate reader; PDI insulin aggregation turbidity, A650, 90 min; inhibition, % at 10 µM; hit rate 0.052% among 350,000; AID 588391, 2011;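 active = mean inhibition across replicates of 30% or more, whatever share of single replicates reach that level; inconclusive = mean inhibition below 30% while every single replicate reaches 30%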;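 also: absorbance from insulin aggregation driven by PDI reduction with DTT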
Target sequence (P07237 whole entry, looked up): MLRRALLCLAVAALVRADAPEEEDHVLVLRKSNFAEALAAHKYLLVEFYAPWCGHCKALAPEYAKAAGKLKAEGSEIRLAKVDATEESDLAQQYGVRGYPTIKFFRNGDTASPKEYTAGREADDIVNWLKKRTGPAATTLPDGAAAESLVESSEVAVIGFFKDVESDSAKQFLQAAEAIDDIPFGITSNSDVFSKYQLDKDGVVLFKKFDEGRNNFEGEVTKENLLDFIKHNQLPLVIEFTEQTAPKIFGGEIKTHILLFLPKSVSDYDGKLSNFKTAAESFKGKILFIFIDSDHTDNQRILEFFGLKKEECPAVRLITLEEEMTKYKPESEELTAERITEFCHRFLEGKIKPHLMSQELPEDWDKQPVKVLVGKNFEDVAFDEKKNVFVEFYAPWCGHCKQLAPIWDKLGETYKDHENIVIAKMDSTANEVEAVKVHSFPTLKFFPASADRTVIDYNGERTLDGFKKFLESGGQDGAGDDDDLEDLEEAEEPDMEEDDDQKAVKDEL
CaV13 ICDI inh: Disruptors of the CACNA1D IQ motif to Ca2+-dependent inactivation inhibitor domain association, primary screening, Förster resonance energy transfer in intact living … | HEK cells, CFP/YFP FRET ICDI-IQ, plate reader, 10 min; percent FRET-ratio fall versus neutral wells | inhibition, % at 12.3 µM | hit rate 0.098% among 340,000;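 active = mean replicate inhibition of at least 30% and at least 1% of replicates passing that level; inconclusive = only one of the two criteria is met; inactive = neither criterion is met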;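 also: 0% = median of the neutral control wells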
ABCB6 inh MLPCN: ABCB6 transporter inhibitors, primary screen, K562-ABCB6 cells, flow cytometry, MLPCN library. ATP-binding cassette sub-family B member 6 (Homo sapiens), Q9NP58. K562-ABCB6 porphyrin accumulation, 1 h; stronger effect = lower value. fluorescence ratio to DMSO, % at 10 µM. hit rate 0.19% among 360,000. AID 602162, 2011;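 active = fluorescence ratio to DMSO below 75%, the collection mean minus 3 SD; inconclusive = too few cells collected in the well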;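 also: signal is porphyrin accumulated inside mitochondria; 100% equals median channel fluorescence of DMSO control wells; lower ratio means ABCB6 inhibition with less porphyrin fluorescence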
H9c2 protect: cardioprotection against H2O2-induced cell death, primary screen, uHTS, H9c2 cells, ATPLite luminescence | AID 588492, 2011 | protection from H2O2 cell death, % at 20 µM | hit rate 0.63% among 360,000 | H9c2 cardiomyocytes, H2O2 injury protection, 2 h;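 active = compounds giving at least 50% protection of heart cells from peroxide-induced death in the single-dose screen, raw or plate-pattern-corrected value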;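 also: 0% = DMSO wells with peroxide and 100% = DMSO wells without peroxide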
hiPSC survival: enhancers of single-cell hiPSC survival, primary screen, ATPlite luminescence | 100% = ROCK inhibitor wells, 0% = DMSO | survival enhancement, % at 20 µM | hit rate 0.044% among 360,000; in the data active = survival enhancement above about 18%;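 also: cells exposed to compounds for 16 hours before the ATP read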
Granule exo inh: LAMP-1 surface exposure blockers, TALL-104 cells – cell-based, flow cytometry, MLPCN library, primary screen. TALL-104 LAMP-1 surface exposure; cells stimulated with thapsigargin and PMA. inhibition, % at 10 µM. hit rate 0.66% among 360,000. AID 651702, 2012;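 active = inhibition above about 55%, limit read from the data; inconclusive = no clear call, values can overlap the other calls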
N-glyco inh: increase of ERlucT glycosylation luciferase signal, primary screen, N-linked glycosylation inhibitor project, D54 ERlucT cells, luminescence, set 2. D54 ERlucT glycosylation luciferase reporter, 24 h; percent of 100 nM tunicamycin response. reporter increase, % at 12.5 µM. hit rate 0.23% among 360,000;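 active = mean luciferase reporter signal, scaled so untreated is 0 and the glycosylation-blocking control 100, at or above a set limit in every replicate; inconclusive = mean reaches the limit but not every replicate does; inactive = mean below the limit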;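 also: luciferase carries N-glycosylation sites so blocking glycosylation raises the light; 0% = median of neutral control wells and 100% = median of 100 nM tunicamycin wells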
* marks the source's active call; other numbers are inactive results; ? = inconclusive; / = no result given.

SMILES	aDG glyco act	HTR2A ag	Vif imaging	PDI inh	CaV13 ICDI inh	ABCB6 inh MLPCN	H9c2 protect	hiPSC survival	Granule exo inh	N-glyco inh
CCn1c(O)c(N=Nc2ccc3ccccc3n2)c2ccccc21	-0.2	-3	-4	-6	-6	95	7	-0.4	-2	-6
O=c1[nH]c(/C=C\c2cccnc2)c([N+](=O)[O-])c(=O)[nH]1	0.0	-1	-1	12	-4	87	5	0.1	9	1
Cc1nc(-c2ccccn2)nc(SCC(=O)c2ccccc2)c1Cl	0.3	-6	2	-4	-6	96	5	-0.3	10	3
COc1ccc(Cl)cc1C(=O)N1CCN=C1SC	-0.3	-1	4	/	-2	96	2	-0.5	-2	4
Cc1cccc(C)c1OCC(=O)N(Cc1ccco1)C1CCS(=O)(=O)C1 (stereo unspecified)	0.2	1	9	/	/	102	-15	-3.1	0	-1
Cn1c(CN2CCCC2)c(C#N)c2ccccc21	0.2	3	2	6	-4	91	10	-2.0	-2	0
Cn1c(N)c(C(=O)COC(=O)c2cc(S(=O)(=O)N3CCOCC3)ccc2F)c(=O)n(C)c1=O	0.4	3	3	9	-5	98	11	-0.4	1	50*
Cn1c(C(=O)NCCN2CCCCCC2)cc2c(=O)n(C)c3ccccc3c21	-0.3	6	-2	/	10	100	2	-1.7	-2	3
CC1SC2(NC1=O)C1CC3CC(C1)CC2C3 (stereo unspecified)	-0.4	0	?	-2	-6	95	-1	-0.4	-2	-2
CC1=C(C(=O)N(C(C)C)C(C)C)CC(CC(=O)NCC2CCCCC2)C(=O)N1Cc1ccc(F)cc1 (stereo unspecified)	-0.1	4	/	/	-6	90	9	0.8	-3	1
O=C(CSc1nnc(CNC(=O)c2c(F)cccc2Cl)o1)Nc1ccc2c(c1)OCCO2	-0.1	-3	-6	9	/	94	2	-2.8	-1	1
CCCC(=O)N1CCN(c2ccc(NC(=O)c3ccccc3)cc2)CC1	-0.1	7	-8	-1	-4	105	2	-1.7	-2	-1
C=C(C)C1CC=C(C)/C(=N/NC(=O)COc2ccccc2Cl)C1 (stereo unspecified)	0.1	0	8	-2	-3	100	-1	2.5	-4	1
C/C(=N\NC(=O)c1ccco1)c1cc2ccccc2o1	-0.1	-1	3	-1	-5	96	1	0.6	-3	6
COc1ccccc1/C=C1\SC(=S)N(CCC(=O)Nc2ccc(C(=O)O)c(O)c2)C1=O	-0.2	3	-4	1	-3	98	-4	-0.4	5	3
CN(C)CCCN(C(=O)c1ccc(S(=O)(=O)N(C)C2CCCCC2)cc1)c1nc2ccc(Br)cc2s1	1.0	-6	1	-4	-2	87	-14	0.5	9	-8
Cc1ccc(C)c(C(=O)CSc2nnnn2-c2cccnc2)c1	-0.1	-3	7	-7	2	91	7	-0.3	-2	0
COc1ccc(OCC(=O)N2CCN(c3cccc(Cl)c3)CC2)cc1	0.1	-5	1	-2	/	91	1	-0.7	3	3
COCCNC(=S)N(CCc1c(C)[nH]c2ccc(OC)cc12)Cc1ccco1	0.0	-5	-16	2	-4	101	13	0.9	26	-6
Cc1ccc(OCC(=O)NC(=S)Nc2ccc(Br)cn2)cc1C	-0.1	1	-23	-1	2	96	5	-0.1	-2	3
O=C(CN(Cc1ccco1)C(=O)CNS(=O)(=O)c1ccc(Cl)cc1)NCc1ccco1	0.1	-10	1	5	-4	104	2	0.2	10	-1
Cc1ccc2nc(SCCCCOc3ccccc3)[nH]c2c1	0.2	-8	-7	-10	/	93	-16	12	-4	-4
O=[N+]([O-])c1cc([N+](=O)[O-])c(Oc2cncc(Cl)c2)cc1NC1CCCCCCC1	0.4	5	-4	0	-11	99	10	0.8	-3	9
OCCNCc1cccc(OCc2ccc(Cl)cc2)c1	1.0	-5	8	5	-4	101	19	0.6	-3	-2
CCN(CC)CCNC(=O)Cn1cnc2sc(C)c(S(=O)(=O)N3CCC(C)CC3)c2c1=O	-0.1	1	-13	4	-7	101	0	-0.6	-4	8
CCC(C)C(NC(=O)C1CCC(=O)N1C(=O)OCc1ccccc1)C(=O)NC(C(=O)N1CCCC1C(N)=O)C(C)CC (stereo unspecified)	0.0	7	-7	7	-5	99	-3	-0.4	7	1
CCCCCCN1CCN(C2CN(Cc3ccc(C)cc3)S(=O)(=O)C2)CC1 (stereo unspecified)	0.0	-2	/	/	-6	85	-4	-0.5	1	1
Cc1cc(C)nc(NC(=O)C(c2ccccc2)c2ccccc2)n1	-0.1	-1	/	-4	-7	87	-4	-1.5	3	0
CC1CN(c2cc(-c3ccccc3)c3ccccc3n2)CC(C)O1 (stereo unspecified)	0.4	-3	-2	1	-5	88	0	0.3	3	-3
O=C1[C@@H]2[C@H](C(=O)N1n1cnnc1)[C@H]1C=C[C@@H]2C1	1.0	3	13	-3	/	103	5	-1.7	0	1
O=C(CCc1nc2ccccc2c(=O)[nH]1)NCCN1C(=O)S/C(=C\c2ccc(OC(F)F)cc2)C1=O	0.1	6	-1	0	-3	81	69*	-0.5	-1	0
O=C(Nc1nnc(-c2ccco2)o1)c1cccc(N2C(=O)CCC2=O)c1	0.0	-6	-3	-7	-3	101	14	-0.6	4	-1
CCCCn1c(N)c(N(CCOC)C(=O)CCCc2nc3ccccc3s2)c(=O)[nH]c1=O	0.3	2	26	-11	-5	94	0	-0.6	7	2
CCCCN(C)C(=O)C1CCN(Cc2cccnc2)CC1	0.0	-2	0	-33	19	99	6	0.2	-3	0
N#CCSc1n[nH]c2nc3c(c(=O)n12)C1(CCCC1)Cc1ccccc1-3	-0.1	6	7	-6	/	107	-8	-2.0	0	1
Oc1cc2c(cc1C(c1ccc(Br)cc1)N1CCCC1)OCO2 (stereo unspecified)	0.5	4	-12	15	-6	103	2	4.8	1	5
O=C(Nc1ccccc1)OC1CCCCc2cccnc21 (stereo unspecified)	0.0	2	-12	16	-4	103	-1	0.3	-8	-4
COc1cc(C(=O)NCCOC(=O)c2cccc(N(C)C)c2)cc(OC)c1OC	0.0	6	-10	-4	-4	92	0	-0.2	26	1
COC(=O)CC(N)c1ccc(OC)c2ccccc12 (stereo unspecified)	0.4	-4	4	-46	-2	87	0	-1.9	0	0
CC(=O)Nc1cc(C(C)(C)C)c(O)c(C(C)(C)C)c1	-0.1	-4	0	-1	-3	88	0	-0.7	4	1
CC(=O)NC(CC(=O)NC12CC3CC(CC(C3)C1)C2)c1ccccc1 (stereo unspecified)	-0.1	2	1	2	-5	100	1	-1.2	11	-2
CCCS(=O)(=O)NC(=O)C1(C)CCN(C(=O)Cc2ccc(F)cc2)C1 (stereo unspecified)	-0.3	0	3	3	-5	97	2	-0.3	2	1
COc1ccc(N2CCN(C(=O)CCCOc3cc(=O)n(C)c4ccccc34)CC2)cc1	0.0	-2	1	2	-6	97	20	1.6	4	9
CC(=O)N1CCN(c2ccc(NC(=O)c3ccc(C)cc3)cc2)CC1	0.1	-3	-2	-17	-7	97	-1	-0.5	-3	-2
Cc1noc(C)c1COc1ccc(C(=O)OCC(N)=O)cc1	-0.9	0	5	-1	3	97	2	1.2	3	1

Rewritten with bars between the fields: part of the list above.
SMILES | aDG glyco act | HTR2A ag | Vif imaging | PDI inh | CaV13 ICDI inh | ABCB6 inh MLPCN | H9c2 protect | hiPSC survival | Granule exo inh | N-glyco inh
Oc1cc2c(cc1C(c1ccc(Br)cc1)N1CCCC1)OCO2 (stereo unspecified) | 0.5 | 4 | -12 | 15 | -6 | 103 | 2 | 4.8 | 1 | 5
O=C(CCc1nc2ccccc2c(=O)[nH]1)NCCN1C(=O)S/C(=C\c2ccc(OC(F)F)cc2)C1=O | 0.1 | 6 | -1 | 0 | -3 | 81 | 69* | -0.5 | -1 | 0

(list continues)
SMILES	aDG glyco act	HTR2A ag	Vif imaging	PDI inh	CaV13 ICDI inh	ABCB6 inh MLPCN	H9c2 protect	hiPSC survival	Granule exo inh	N-glyco inh
CCN(CC)S(=O)(=O)c1ccc(/C=C/C(=O)Nc2ccc(F)cc2F)cc1	0.4	-6	2	-3	-4	102	-6	-0.4	0	-3
NC(=O)[C@H]1CC2(CC(c3cccc(NC(=O)[C@H]4CCC(=O)N4)c3)=NO2)CN1C(=O)c1ccccc1C(=O)c1ccccc1 (stereo partly specified)	-0.1	2	/	3	-4	102	2	-1.7	19	-1
CCN(CC(=O)Nc1ccc(OC)cc1)C(=O)CSCC(=O)Nc1cc(C)on1	-0.1	0	-5	-2	-3	96	1	-1.1	-4	2
COc1ccc(C2=NOC(Cn3nc(-c4ccccc4)cc3C(=O)NCc3cccc(C(F)(F)F)c3)C2)cc1 (stereo unspecified)	0.0	8	29	-7	/	93	4	-2.4	4	1
CC(=O)Nc1cccc(-c2nc3ccccc3s2)c1	-0.2	0	-14	-6	-4	95	-10	-1.0	-1	0
CN(C(=O)c1ccc(Oc2ccc([N+](=O)[O-])cc2)cc1)C1CCCCC1	0.1	-3	-2	14	-5	87	-3	0.7	-2	-4
CN(CC(=O)Nc1cccc(F)c1)C(=O)c1cc(S(=O)(=O)N2CCN(c3ccccc3)CC2)ccc1Cl	1.5	0	-16	5	-6	85	-6	-0.4	-2	-6
Cc1cccc(NC(=O)N2CCCC2C(=O)Nc2ccccc2)c1 (stereo unspecified)	0.1	1	-3	-2	-2	107	1	-0.6	2	2

Individual results from above:
PDI inh, `CC(=O)Nc1cccc(-c2nc3ccccc3s2)c1` : -6
N-glyco inh, `CN(CC(=O)Nc1cccc(F)c1)C(=O)c1cc(S(=O)(=O)N2CCN(c3ccccc3)CC2)ccc1Cl` : -6

Six successive records from above, quoted:
SMILES	aDG glyco act	HTR2A ag	Vif imaging	PDI inh	CaV13 ICDI inh	ABCB6 inh MLPCN	H9c2 protect	hiPSC survival	Granule exo inh	N-glyco inh
CCN(CC(=O)Nc1ccc(OC)cc1)C(=O)CSCC(=O)Nc1cc(C)on1	-0.1	0	-5	-2	-3	96	1	-1.1	-4	2
COc1ccc(C2=NOC(Cn3nc(-c4ccccc4)cc3C(=O)NCc3cccc(C(F)(F)F)c3)C2)cc1 (stereo unspecified)	0.0	8	29	-7	/	93	4	-2.4	4	1
CC(=O)Nc1cccc(-c2nc3ccccc3s2)c1	-0.2	0	-14	-6	-4	95	-10	-1.0	-1	0
CN(C(=O)c1ccc(Oc2ccc([N+](=O)[O-])cc2)cc1)C1CCCCC1	0.1	-3	-2	14	-5	87	-3	0.7	-2	-4
CN(CC(=O)Nc1cccc(F)c1)C(=O)c1cc(S(=O)(=O)N2CCN(c3ccccc3)CC2)ccc1Cl	1.5	0	-16	5	-6	85	-6	-0.4	-2	-6
Cc1cccc(NC(=O)N2CCCC2C(=O)Nc2ccccc2)c1 (stereo unspecified)	0.1	1	-3	-2	-2	107	1	-0.6	2	2
